High-throughput results as filed in PubChem.
ABHD4 inh = ABHD4 inhibitors, primary screen, biochemical, fluorescence polarization, mouse; (Lyso)-N-acylphosphatidylethanolamine lipase (Mus musculus), Q8VD66; purified mABHD4, FP-Rh probe fluorescence polarization; inhibition, % at 8.92 µM; 370,000 tested, 0.54% active;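 active = inhibition exceeding the mean over every tested compound plus 3 SD, cut at about 30% in these data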;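 note: 0% = plate median of compound wells and 100% = S159A mutant with DMSO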
Target sequence (Q8VD66 whole entry, looked up): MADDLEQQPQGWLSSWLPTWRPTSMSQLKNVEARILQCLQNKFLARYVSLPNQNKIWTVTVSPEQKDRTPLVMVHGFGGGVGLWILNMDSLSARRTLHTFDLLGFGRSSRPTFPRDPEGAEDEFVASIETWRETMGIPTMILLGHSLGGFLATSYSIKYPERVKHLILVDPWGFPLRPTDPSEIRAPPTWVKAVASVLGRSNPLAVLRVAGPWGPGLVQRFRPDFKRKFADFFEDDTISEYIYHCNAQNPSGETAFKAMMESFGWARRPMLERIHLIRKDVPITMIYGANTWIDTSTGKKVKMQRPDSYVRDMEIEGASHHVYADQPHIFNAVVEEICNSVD
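Assay system: Wild-type mouse ABHD4 protein | Medium: HEPES pH 7.0 buffer, 150 mM NaCl, 0.01% Pluronic F-127 | Incubation: Enzyme–compound pre-incubation 45 min, then probe 60 min, both 25 °C | Technique: Fluorescence polarization with parallel and perpendicular emission, 525/598 nm | Evaluation: % inhibition of FP-Rh probe binding versus controls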
HTRA1 inhibitor = HTRA1 serine protease inhibitors, primary screen, biochemical, fluorescence polarization, HTS. Q92743. recombinant HTRA1, FP-rhodamine activity-based probe. inhibition, % at 5.96 µM. 340,000 tested, 0.5% active; in the data active = inhibition above about 36%;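 note: 0% = enzyme with DMSO and 100% = wells lacking enzyme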
TDP2 inh = human TDP2 enzyme inhibitors, primary screen, biochemical, epi absorbance, recombinant enzyme | Tyrosyl-DNA phosphodiesterase 2 (Homo sapiens), O95551 | T5PNP hydrolysis, p-nitrophenol absorbance 415 nm | inhibition, % at 12.8 µM | 370,000 tested, 0.34% active | AID 720702, 2013;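 active = inhibition above the mean of all tested compounds plus 3 SD, set per campaign, cut at about 25% in these data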;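 note: 0% = DMSO with enzyme and 100% = buffer with substrate but no TDP2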
Target sequence (O95551 whole entry, looked up): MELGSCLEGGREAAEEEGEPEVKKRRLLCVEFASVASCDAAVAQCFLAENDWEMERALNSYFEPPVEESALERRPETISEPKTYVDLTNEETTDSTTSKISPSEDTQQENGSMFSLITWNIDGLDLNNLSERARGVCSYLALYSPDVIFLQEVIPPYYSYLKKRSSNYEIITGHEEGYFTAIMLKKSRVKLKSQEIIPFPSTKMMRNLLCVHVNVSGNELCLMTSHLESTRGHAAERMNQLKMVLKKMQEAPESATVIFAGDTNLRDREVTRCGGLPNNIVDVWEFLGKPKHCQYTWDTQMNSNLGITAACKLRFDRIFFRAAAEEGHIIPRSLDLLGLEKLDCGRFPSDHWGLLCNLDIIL
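test system = human TDP2 enzyme | input = TDP2 enzyme at 120 nM final | medium = 50 mM Tris-HCl pH 7.5 with Mg2+, KCl, DTT, BSA | also added = T5PNP substrate, 5 mM | times = 2 h at 37 °C | technique = epi absorbance | benchmarks = high control without enzyme, low control DMSO plus TDP2 | replication = each compound tested once, singlicate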
LEDGF integ inh = blockers of LEDGF/p75-dependent integrase strand transfer – biochemical, TR-FRET, high throughput, primary screen. inhibition, % at 3.7 µM. AID 743269, 2014. HIV-1 integrase (with human LEDGF/p75). 370,000 tested, 0.64% active. TR-FRET IN-LEDGF/p75 DNA integration, Eu/Cy5;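 active = inhibition above the screen-wide mean plus 3 SD, cut at about 13% in these data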;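 note: signal is the Cy5 over europium emission ratio at 671 and 618 nm; 0% = plate median of compound wells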
PRMT1 inh = PRMT1 methyltransferase inhibitors, primary screen, biochemical, fluorescence polarization | Protein arginine N-methyltransferase 1 (Homo sapiens), Q99873 | recombinant PRMT1, activity-based probe fluorescence polarization | inhibition, % at 2.79 µM | 370,000 tested, 1.3% active;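 active = inhibition above about 21% made by adding two undisclosed values, limit read from the data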
Target sequence (Q99873 whole entry, looked up): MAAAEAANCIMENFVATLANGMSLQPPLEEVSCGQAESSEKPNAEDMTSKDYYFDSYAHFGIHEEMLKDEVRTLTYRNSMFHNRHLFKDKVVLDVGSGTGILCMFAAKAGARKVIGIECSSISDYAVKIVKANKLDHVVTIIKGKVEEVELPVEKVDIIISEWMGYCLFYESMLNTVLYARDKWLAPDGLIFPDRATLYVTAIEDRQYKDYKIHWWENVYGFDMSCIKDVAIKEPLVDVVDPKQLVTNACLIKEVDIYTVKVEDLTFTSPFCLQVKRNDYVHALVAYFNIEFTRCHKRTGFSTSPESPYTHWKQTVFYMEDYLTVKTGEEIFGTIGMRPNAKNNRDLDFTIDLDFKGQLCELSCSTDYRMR
PG9 binder = binders of HIV-1 gp120 antibody PG9, primary screen, biochemical, TR-FRET | HIV-1 gp120 / PG9 antibody interaction | TR-FRET gp120-PG9 antibody binding | AID 624416, 2012 | inhibition, % at 6.7 µM | 360,000 tested, 0.43% active; in the data active = inhibition above about 8.5%
Rev-erbA mod = modulators of Rev-erb alpha DNA binding, primary screen, biochemical, FITC-DNA, fluorescence polarization, uHTS; Nuclear receptor subfamily 1 group D member 1 (Homo sapiens), P20393; Rev-erbα–FITC-DNA binding, 90 min; activity, % at 10 µM; 370,000 tested, 0.79% active;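 active = activity above about 14%, limit read from the data; passing the limit was not always enough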;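 note: 0% = DMSO wells with 35 nM protein and 100% = DMSO wells with 750 nM protein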
TCR-CD3 inh = inhibitors of human TCR-CD3 interaction, primary screen, biochemical, fluorescence, TAMRA-labeled TCR probe; inhibition, % at 9.4 µM; 360,000 tested, 0.37% active; in the data active = inhibition above about 19%;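 note: recombinant mutant TCR 2C K166C tagged with TAMRA read by polarization; 0% = receptor in buffer alone and 100% = receptor with positive control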
SIAE primary = human SIAE inhibitors, primary screen, biochemical, fluorescence polarization, FP-Rh probe, 1536-well HTS; Sialate O-acetylesterase (Homo sapiens), Q9HAT2; SIAE FP-Rh probe binding; inhibition, % at 9.66 µM; 370,000 tested, 0.69% active;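 active = inhibition above a cutoff: mean of compounds within the control limits plus 3 SD of those, cut at about 17% in these data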;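 note: 0% = plate median of compound wells and 100% = probe without SIAE protein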
rCAG RNA binder = binders of r(CAG) RNA repeats, primary screen, biochemical, fluorescence; r(CAG) RNA repeat, TO-PRO-1 dye displacement fluorescence; inhibition, % at 3 µM; 370,000 tested, 1.3% active; AID 651821, 2012;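 active = inhibition above the plate cutoff, the mean of all test compounds on that plate plus 3 SD, cut at about 35% in these data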;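 note: 0% = DMSO alone and 100% = 100 µM mitoxantrone as full dye displacement; higher means more dye released from RNA so lower well fluorescence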
The depositor's hits bear a star; · = no result given.

SMILES | ABHD4 inh | HTRA1 inhibitor | TDP2 inh | LEDGF integ inh | PRMT1 inh | PG9 binder | Rev-erbA mod | TCR-CD3 inh | SIAE primary | rCAG RNA binder
Cc1nnsc1C(=O)Nc1ccc(S(=O)(=O)N2CCCC(C)C2)cc1 (stereo not given) | -4.6 | 1.8 | -15.4 | -3.4 | 2.9 | 1.1 | 0.5 | -0.1 | -2.5 | -0.6
O=C(CSCc1ccccc1)NCCc1ccc(F)cc1 | -2.8 | -0.4 | 9.8 | 0.2 | -2.4 | -0.5 | 2.3 | 14.5 | 2.6 | -2.7
COc1ccccc1NC(=O)N(C)C[C@H]1OCc2cnnn2CCCC(=O)N([C@H](C)CO)C[C@H]1C | 4.2 | 5.7 | 5.5 | -3.5 | -1.8 | -1.3 | -8.0 | 6.1 | 9.3 | 1.0
CC1CCN(S(=O)(=O)c2ccc3c(c2)N(CC(=O)NCCCN2CCCC(C)C2)C(=O)CO3)CC1 (stereo not given) | -0.5 | 10.8 | -7.5 | 1.9 | -1.0 | 0.0 | 3.8 | 1.5 | 1.4 | -4.0
CC(=O)Nc1cccc(NC(=O)CCNC(=O)c2ccccc2)c1 | 3.2 | -0.7 | 6.9 | 1.1 | -1.9 | -1.4 | 4.2 | -4.0 | -0.5 | 3.8
CC(C)(C)OC(=O)N1CCC2CCN(CCc3ccccc3)CC21 (stereo not given) | -0.3 | · | 6.2 | 0.6 | -4.9 | -1.8 | -12.3 | 8.7 | -4.3 | -0.8
COc1cccc(CNC(=O)c2ccc(C)c(S(=O)(=O)N3CCCCC3)c2)c1 | -1.3 | -14.9 | 1.8 | 2.4 | -1.5 | -1.1 | -3.4 | 4.8 | -11.1 | -2.1
Cc1ccc(S(=O)(=O)NC(CC(=O)n2nc(C)cc2C)c2ccccc2)cc1 (stereo not given) | 1.2 | -13.6 | -1.8 | -2.0 | -1.6 | -2.1 | -1.3 | 3.2 | -0.7 | -4.2
O=C(/C=C/c1ccc([N+](=O)[O-])cc1)c1cccnc1 | 6.5 | -1.8 | 2.2 | 0.3 | 10.8 | 1.2 | 1.2 | -6.3 | -2.5 | -1.3
O=C(NC1CCCCCCC1)c1cc(-c2ccccn2)nc2ccccc12 | 1.3 | -0.9 | 1.6 | 3.3 | 1.7 | 0.3 | 40.6* | 3.9 | -2.3 | -0.8
CCN1CCN(c2ccc(S(=O)(=O)N3CCCCC3)cc2NC(=O)c2ccc([N+](=O)[O-])o2)CC1 | 2.1 | -2.0 | -3.0 | 0.7 | -0.2 | -1.0 | -1.9 | -1.5 | 0.9 | -3.0
O=C(NCc1ccncc1)c1c(F)c(F)c(F)c(F)c1F | -6.7 | -8.8 | -1.9 | 3.7 | 1.1 | 0.1 | -0.3 | -7.3 | 13.1 | 0.7
COC(=O)c1ccc(CSc2nc3ccccc3c(=O)n2N)cc1 | -1.8 | -10.8 | -13.1 | -8.7 | 3.2 | 0.2 | 3.7 | 4.0 | -3.9 | 2.5
O=C(N[C@H](Cc1ccccc1)C(=O)NCc1ccccn1)[C@H]1O[C@@H](n2ccc(=O)[nH]c2=O)[C@H](O)[C@@H]1O | -0.8 | · | 2.9 | -2.6 | -1.0 | -0.2 | -1.9 | -0.6 | -3.4 | -0.2
CCCN(CCC)CCCNC(=O)CC(C(=O)N1CCc2ccccc21)n1ccnc1 (stereo not given) | -1.3 | 3.4 | 8.5 | 0.6 | -3.1 | -0.6 | -5.4 | 7.8 | 2.8 | -2.4
CCN(CC)CCN=CC1=C(O)CNC1=O | -0.8 | -3.7 | -6.4 | -3.5 | -0.8 | -1.5 | -0.7 | 4.4 | -1.6 | 0.0
COc1cccc(C2=NCCc3cc4c(cc32)OCO4)c1OC | 1.0 | -4.3 | -19.3 | 7.7 | -1.9 | -3.0 | -8.9 | 4.4 | -5.4 | -0.8
COC(=O)c1ccc(N/C=C/C(=O)c2ccccc2)cc1 | -8.4 | -6.9 | -8.6 | -0.5 | 4.2 | 0.3 | -4.4 | 2.2 | -4.2 | -0.2
CCN(CC)C(=O)[C@H]1C[C@H](CC(=O)NCCc2ccccn2)C(=O)N2CCc3c([nH]c4cc(CCC(=O)N(C)C)ccc34)[C@]12C | -4.0 | 4.3 | -5.3 | 7.6 | -6.1 | 0.6 | 0.1 | 2.8 | -6.8 | -1.8
COC(=O)c1sc(S(=O)(=O)NCc2ccccc2)c(C(=O)OC)c1C | -5.7 | -13.7 | -4.9 | 0.7 | 1.3 | -0.2 | 3.4 | 3.3 | 1.1 | 1.0
CCNC(=O)/C(=C\c1ccccc1)NC(=O)/C=C/c1ccccc1 | 4.6 | -3.1 | 9.0 | 1.0 | -1.9 | 2.6 | 1.5 | 6.9 | 1.9 | -4.7
CNC(=O)c1cccc2cccc(Sc3ccccc3C(=O)O)c12 | 3.4 | 3.7 | 3.6 | -0.4 | 0.2 | -2.1 | 1.7 | -1.8 | -2.4 | 2.1
COC(=O)c1ccc(CSc2nnc3c(Cl)cc(Cl)cn23)o1 | -1.1 | 1.9 | 8.7 | -1.9 | -1.4 | -1.4 | -4.6 | 6.0 | 3.0 | -1.7
CC(C1CC1)N(Cc1ccccc1)C(=S)Nc1ccccc1 (stereo not given) | 1.8 | -2.2 | 6.2 | 2.7 | 0.5 | 2.8 | -0.1 | 4.4 | -2.4 | -2.1
Cc1nnc(NC(=O)C2CCN(C(=O)c3ccco3)CC2)s1 | 5.7 | -1.1 | -1.4 | -0.4 | 6.8 | 1.9 | 1.1 | -7.6 | -3.9 | -1.4

Only TCR-CD3 inh and PRMT1 inh (2 entries from above):
smiles | TCR-CD3 inh | PRMT1 inh
COc1cccc(CNC(=O)c2ccc(C)c(S(=O)(=O)N3CCCCC3)c2)c1 | 4.8 | -1.5
Cc1ccc(S(=O)(=O)NC(CC(=O)n2nc(C)cc2C)c2ccccc2)cc1 (stereo not given) | 3.2 | -1.6

The results go on.
SMILES | ABHD4 inh | HTRA1 inhibitor | TDP2 inh | LEDGF integ inh | PRMT1 inh | PG9 binder | Rev-erbA mod | TCR-CD3 inh | SIAE primary | rCAG RNA binder
Cc1ccc2oc(C(=O)NCC(c3ccco3)N(C)C)c(C)c2c1 (stereo not given) | -1.4 | -3.4 | 2.6 | 1.4 | -0.6 | -1.1 | -3.6 | 2.0 | -5.5 | -4.4
Cc1ccnc2c1ccc1cccnc12 | 2.5 | 0.8 | 0.8 | -6.0 | -4.5 | 0.5 | 1.4 | -18.5 | 3.4 | -1.9
Cc1ccc(-c2nn(CC(=O)N(C)C)c(=O)c3ccccc23)cc1S(=O)(=O)N(C)C | -0.5 | 5.8 | -0.8 | 0.4 | -2.0 | 1.0 | -1.2 | -3.8 | 0.2 | -2.4
Cc1ccc(CNS(=O)(=O)c2ccc(-c3cnc(C4CC4)o3)cc2)cc1 | -8.3 | -16.8 | -7.7 | -2.5 | 1.5 | -1.1 | 0.4 | -3.1 | 1.0 | -1.8
O=C(CNC(c1ccccc1)c1ccccc1)Nc1cc([N+](=O)[O-])ccc1Cl | 1.7 | -0.1 | -3.9 | 2.3 | -2.6 | -0.5 | -4.3 | -1.0 | -4.9 | -0.1
c1ccc(C2C/C(=N\N3CCOCC3)c3ccccc3O2)cc1 (stereo not given) | -9.0 | -0.8 | -2.2 | 4.9 | -2.7 | 0.1 | -0.6 | 5.0 | 2.6 | -1.9
COc1ccc(OC)c(N2CC(O)(c3cccs3)[N+]3=C2SCCC3)c1 (stereo not given) | -0.9 | 2.5 | -14.5 | 8.0 | -3.0 | -1.4 | -2.8 | -0.4 | -1.5 | -2.8
COc1cc(NS(=O)(=O)c2ccc(Cl)cc2)c(C(=O)O)cc1OC | 6.2 | -0.7 | 0.4 | 1.0 | -2.4 | -4.0 | -2.1 | 0.5 | 4.8 | 13.1
CC(=O)NC(CCS(C)(=O)=O)C(=O)Nc1ccccc1Cl (stereo not given) | -10.6 | 2.2 | -10.0 | -7.0 | 5.1 | 0.6 | -1.3 | -5.3 | 0.3 | 2.8
O=C(C[n+]1cccc(/C=N/O)c1)N1CCCc2ccccc21 | -0.4 | 2.2 | 5.2 | -2.6 | -0.6 | -1.0 | 2.9 | 5.7 | 2.9 | 0.4
COc1ccccc1CC(NC(C)=O)C(=O)NC1CCN(C(=O)c2ccc(C)cc2)CC1 (stereo not given) | 0.1 | 1.9 | 8.6 | -3.9 | 0.5 | 0.0 | 5.3 | 4.5 | 2.5 | -3.8
O=C1Nc2ccccc2N(C(=O)c2c(F)cccc2F)C1c1nc2ccccc2[nH]1 (stereo not given) | 6.3 | · | -2.9 | 7.5 | 0.1 | -1.4 | 6.5 | 10.4 | -5.4 | 9.6
CCOC(=O)C1CCN(c2c(-c3ccccc3)c3cc(Cl)ccc3[nH]c2=O)CC1 | -0.6 | -0.6 | 6.1 | 0.5 | -1.6 | -1.4 | 37.2* | -4.7 | 0.2 | 1.2
COc1ccc(CN2C(=O)CCC2(C)c2nc3ccccc3[nH]2)cc1 (stereo not given) | 1.9 | · | 10.0 | -3.5 | -0.3 | -0.8 | -0.4 | -0.8 | -2.7 | 2.2
CCOc1ccc(/C(O)=C2/C(=O)C(=O)N(Cc3cccnc3)C2c2ccc(N(C)C)cc2)c(C)c1 (stereo not given) | 6.3 | -3.4 | 2.3 | -1.2 | 0.3 | -1.7 | 3.5 | -1.8 | 10.6 | -1.2
COc1cc2oc3ccc(C#Cc4ccccn4)cc3c(=O)c2cc1OC | -1.3 | -7.3 | 4.6 | 1.6 | 1.5 | 1.9 | -14.6 | 1.4 | -17.8 | 10.7
Cc1csc(NC(=O)CSC2=NS(=O)(=O)c3cc(F)ccc3N2)n1 | -3.7 | -5.0 | 3.9 | 0.4 | 1.4 | -1.1 | 2.4 | 5.4 | 4.1 | 5.8
Cc1ccc2nc(/C(C#N)=C\c3cc(C)n(-c4cccc([N+](=O)[O-])c4)c3C)[nH]c2c1 | 1.5 | -5.6 | -7.9 | -1.4 | -0.3 | -4.6 | 2.0 | 1.5 | 6.0 | 25.0
CCOc1cc(S(=O)(=O)N(Cc2ccccc2)Cc2ccccc2)c(OCC)cc1-n1cnnn1 | -8.6 | 0.3 | -2.1 | -2.0 | 0.2 | -1.2 | -2.8 | 6.9 | 4.3 | 0.5

This is a subset. The share of hits here may be higher or lower than overall.
